miR122 inh: inhibitors of miR-122 in Huh7 cells; Huh7 miR-122 Renilla luciferase sensor, 48 h; neutral wells = 0, positive control = 100; activation (reporter increase), % at 12.5 µM; 0.3% of 340,000 active; AID 602342;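 active = mean replicate activation score at least 90 and every replicate individually at or above 90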;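 note: higher luciferase means less miR-122 activity so hits act as miR-122 inhibitors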
Numbers without * were called inactive. Not all compounds are listed, so the mix of outcomes need not match the whole.

SMILES	miR122 inh
COc1ccc2c(c1)C1CC(C)(NC(=O)C1C(=O)c1ccccc1)O2 (configuration not stated)	-11.6
CCOC(=O)Nc1ccc(C(N)=O)cc1	-4.7
COc1ccc(N2CCN(CCCNC(=O)Nc3ccccc3)CC2)cc1	-2.2
O=C(NCCCCNC(=O)c1cccs1)c1cccs1	-4.5
O=C(c1ccccc1)c1ccc(N2CCOCC2)c(F)c1	-0.6
O=C(CN1CCN(C(=O)c2ccco2)CC1)Nc1cc(Cl)ccc1Cl	-9.4
Cc1occc1C(=O)NC(C)C1CCCO1 (configuration not stated)	-15.0
CCC(Sc1nc(-c2ccccc2)c(C#N)c(=O)[nH]1)C(=O)Nc1cc(C)on1 (configuration not stated)	-2.6
COC(=O)c1c(NC(=S)Nc2ccc(F)cc2[N+](=O)[O-])sc2c1CCCCC2	1.6
COc1ccccc1NS(=O)(=O)c1cc(NC(=O)CNC(=O)c2cc(C)cc(C)c2)ccc1C	3.4

Of the compounds above, 2 contain a furan ring, fused or not:
SMILES	miR122 inh
O=C(CN1CCN(C(=O)c2ccco2)CC1)Nc1cc(Cl)ccc1Cl	-9.4
Cc1occc1C(=O)NC(C)C1CCCO1 (configuration not stated)	-15.0

The list continues.
SMILES	miR122 inh
COc1ccc(C(C(=O)NC2CCCCC2)N(C(=O)c2ccco2)c2ccc(-n3cnnn3)c(C)c2)cc1 (configuration not stated)	-2.4
Cc1ccc2nc(Nc3ccc4[nH]c(=O)[nH]c4c3)c(-n3nc(C)cc3C)nc2c1	-4.3
Fc1ccc(N2CCN(/C=C/c3nnnn3-c3ccccc3)CC2)cc1	-6.3
CC1=NC2(CCCc3c2no[n+]3[O-])N(O)C1(C)C (configuration not stated)	-0.5
Cc1cc(NC(=O)CSc2nnc(-c3ccoc3C)n2N)no1	0.2
COc1ccc(NC(=S)Nc2cccc3cnccc23)cc1	-2.2
CCOCCCNC(=O)N[C@@H](C)C(=O)OC	7.3
CC1(C)CC(=O)C2=C(C1)N(c1ccc(F)cc1)C(N)=C(C#N)C2c1cccs1 (configuration not stated)	-0.2
O=C(CCCCCn1c(=O)[nH]c2ccsc2c1=O)N1CCCCC1	26.3
O=C1Nc2ccccc2C12OCCCCO2	5.7
CCCCCC1CC(=O)N(Cc2ccc(Cl)cc2)C(=O)N1 (configuration not stated)	1.9
CC1=CC(C)(C)N(C(=O)CSc2ncn[nH]2)c2ccccc21	-0.6
COc1cc2c(cc1NC(=O)C(C)N1CCN(S(=O)(=O)c3ccc(C)c(C)c3)CC1)oc1ccccc12 (configuration not stated)	4.0
COCCNC(=O)C(C)OC(=O)c1cc2sccc2n1C (configuration not stated)	-2.3
CC(C)CCN1CCNC(=O)C1CC(=O)Nc1ccc(F)cc1 (configuration not stated)	-2.6
CCNc1nc(OC)nc(SCC(N)=O)n1	-6.5
Nc1nc(NCCO)nc(NCc2ccccc2)c1[N+](=O)[O-]	1.2
CCOC(=O)N1CCC(NC(=O)c2cc(C(=O)NCc3cccc(Cl)c3)ccc2CO)CC1	-1.5
Cc1c(NC(=O)C(C)OC(=O)CC2Sc3ccccc3NC2=O)c(=O)n(-c2ccccc2)n1C (configuration not stated)	-3.2
Cc1cc(C)nc(NS(=O)(=O)c2ccc(NC(=O)c3ccc(N4C(=O)CCC4=O)cc3)cc2)n1	-3.6
COc1ccc2nc(SCC(=O)NC(C)C)[nH]c2c1	-0.8
CC(C)N(C(=O)CSc1nc2ccccc2n1Cc1ccc(F)cc1)C(C)C	20.1
COc1ccc(C)cc1NC(=O)CN1CCN(c2ccccc2F)CC1	3.3
Cc1cccc(OCC(=O)N2CCN(C(=O)Cc3ccccc3)CC2)c1	-1.1
Cc1ccc(C(=O)C(OC(=O)COc2ccccc2C)c2ccccc2)cc1 (configuration not stated)	-1.8
COc1ccccc1C(=O)Nc1ccon1	-3.9
Cc1cc(O)c(C(C)C)cc1N=C1CSC(=O)N1	-0.3
Cc1ccc(NC(=O)Cn2c(=O)n(Cc3ccco3)c(=O)c3ccccc32)c(C)c1	4.3
CCCOc1ccc(C(=O)Nc2ccc(N3CCN(C(C)=O)CC3)cc2)cc1	-1.8
CCOC(=O)c1oc2ccc(CNC3CCCCC3)c(Cl)c2c1C	9.7
Cn1ncc2c(Nc3cccc4ccccc34)ncnc21	-3.6
COc1ccc(NS(=O)(=O)c2cc(C)ccc2NC(=O)c2cc(C)oc2C)cc1	404.0*
Cc1ccc(-c2ccccc2NC(=O)CCl)o1	-2.5
CC(NC(=O)Nc1ccccc1C(F)(F)F)C1CCCO1 (configuration not stated)	-2.8
CCC(=O)NC(O)C(=O)c1ccc(C)cc1 (configuration not stated)	2.1
O=C(OCc1nnc(-c2ccccc2)o1)c1ccc(S(=O)(=O)NCc2ccco2)cc1	0.7
CCCC(=O)NC(=S)Nc1cccc(Cl)c1N1CCCCC1	1.6
Cc1cc(C)c(C#N)c(SCS(=O)Cc2ccccc2)n1 (configuration not stated)	-5.0
Cn1c(SCC(=O)Nc2sc3c(c2C#N)CCC3)nnc1C1COc2ccccc2O1 (configuration not stated)	-10.3
N=c1c2c(-c3ccccc3)c(-c3ccccc3)n(Cc3ccco3)c2ncn1Cc1ccccc1	-2.7
COc1cc(/C=N/NC(=O)/C(=C/c2ccccc2)CCO)ccc1O	1.0
COC(=O)C1=C(C)NC(=O)C1(NS(=O)(=O)c1ccc(NC(C)=O)cc1)C(F)(F)F (configuration not stated)	-2.0
COc1cc(NS(=O)(=O)c2ccc(NC(=S)NC(=O)CC(C)C)cc2)nc(OC)n1	34.8
CCOC(=O)NC1(C(F)(F)F)C(=O)NC(C)=C1C#N (configuration not stated)	0.4
C=CCn1c(SCC(=O)Nc2cc(OC)c(NC(=O)c3ccco3)cc2OC)nnc1-c1ccncc1	4.4
CCCOc1ccc(C(=O)N2CCN(c3ccc(N)cc3Cl)CC2)cc1	1.2
O=C(CC1NC(=O)NC1=O)Nc1cccc2ccccc12 (configuration not stated)	-3.8
S=C1SCN(Cc2ccccn2)CN1Cc1ccco1	-8.6
CCCCN1C(=O)N(C)C2NC(=O)NC21 (configuration not stated)	-13.3
C/C(=N\O)C(=O)NCc1ccccn1	0.4

The list goes on.
SMILES	miR122 inh
Fc1ccc(CN2CCSCC2)cc1Br	-5.6
CC/C(=N\NC(=O)C(N)=O)c1ccccc1O	-0.3
CC(=O)SCCC(=O)N1C(C)CCCC1C(=O)O (configuration not stated)	6.2
Cc1ccc(S(=O)(=O)N2C(=O)C(C)SC2=Nc2ccccc2)cc1 (configuration not stated)	-4.2
O=[N+]([O-])c1ccccc1N/N=C\c1ccccc1Cl	0.5
CCOC(=O)c1sc2nccc(N(C)C)c2c1N=CNOC	-5.4
CCn1c(CCNC(=O)c2ccc(OC)c(OC)c2)nc2ccccc21	2.9
CCN1C(=O)c2n[nH]c(C(=O)OC)c2C1=O	3.0
Fc1ccc(Cn2nnc3ccccc32)cc1	-8.3
Cc1cccc(OCC(=O)N/N=C\C=C\c2ccc3c(c2)OCO3)c1C	-1.0
O=C(CCn1c(=O)[nH]c2ccsc2c1=O)N1CC(=O)N(CCc2ccccc2)C(=O)C1	3.5
O=C(O)c1ccccc1C(=O)Nc1ccccn1	-4.3
O=C(COc1c(Cl)cc(Cl)cc1Cl)c1ccc(Cl)cc1	2.6
O=C1CC(c2cccs2)c2cc3c(cc2N1)OCO3 (configuration not stated)	-2.9
O=C1CSC(=S)N1CC1CCCO1 (configuration not stated)	-0.9
Nn1c(Cc2ccccc2F)nnc1SCC(=O)N1CC(=O)Nc2ccccc21	15.9
Cn1c(SCC(=O)Nc2ccc3nc(SCC(=O)NC4CC4)sc3c2)nnc1-c1ccccc1	-12.6
C/C=C/c1ccc(OCCCCN2C(=O)NC(C)(C)C2=O)c(OC)c1	2.4
Cc1ccc(S(=O)(=O)N2CCN(Cc3nc4ccccc4n3C)CC2)cc1	-2.5
Cc1cc(C)c(C)c(OCC(=O)NCC2CCCO2)c1 (configuration not stated)	-16.0

Gathered by group, those above with a COOH group
SMILES	miR122 inh
CC(=O)SCCC(=O)N1C(C)CCCC1C(=O)O (configuration not stated)	6.2
O=C(O)c1ccccc1C(=O)Nc1ccccn1	-4.3

Continuation:
SMILES	miR122 inh
NC(=O)CSc1nc2sc3c(c2c2ncnn12)CCCC3	0.2
COC(=O)CN(c1cccc(F)c1)S(C)(=O)=O	-6.0
CCC(CC)c1nc2cc(OC)c(OC)cc2c(=O)o1	-4.9
O=C1CC(c2ccc3c(c2)OCO3)Sc2nc3ccccc3n21 (configuration not stated)	-1.7
COc1ccccc1CCNC(=O)c1cnccn1	2.0
O=C(NC1CCCCC1)NC1CCN(S(=O)(=O)c2ccc3c(c2)OCCO3)CC1	9.0
CC(C)C(c1nnnn1CCc1ccccc1)N1CCOCC1 (configuration not stated)	1.2
Cc1ccc(S(=O)(=O)N(CC(=O)N2CCc3ccccc3C2)c2ccc(Cl)c(Cl)c2)cc1	17.3
COc1ccccc1CNS(=O)(=O)c1ccc(NC(C)=O)cc1	33.9
O=C(Nc1ccc2ccccc2c1)N1CCN(c2ncccc2C(F)(F)F)CC1	-9.5
COc1ccc(/C(O)=C2\C(=O)C(=O)N(c3cc(C)on3)C2c2ccccc2OC)cc1 (configuration not stated)	4.6
O=C1OCCC1Sc1nnc(-c2ccco2)o1 (configuration not stated)	2.7
CC(=O)c1cc(F)c(N2CCN(C(=O)COc3ccc(F)cc3)CC2)cc1C	-1.1
Cc1ccc(N(CC(=O)Nc2ccccc2C(=O)NCc2ccco2)S(=O)(=O)c2ccccc2)cc1C	-1.7
COc1cc(C2NC(=O)NC(c3ccccc3)=C2C(C)=O)ccc1OCC(=O)O (configuration not stated)	-5.3
Cc1cccc(N2C(=O)N3[C@H](c4ccc(Cl)cc4)[C@@H]4C(=O)N(C5CCCCC5)C(=O)[C@@H]4[C@]3(Cc3ccc(Cl)cc3)C2=O)c1	-5.1
Cc1ccc(C(=O)O/N=C2\CCSc3ccc(C)cc32)cc1	1.7
O=C(O)CCc1ccc(-c2ccccc2)n1Cc1ccco1	-4.9
CCC(C(=O)N1CCc2ccccc2C1)n1nc(C)n2c(cc3occc32)c1=O (configuration not stated)	0.1
COc1cc(SC)ccc1C(=O)NCCc1ccccc1	-18.8

Random excerpt: 5 entries already listed.
SMILES	miR122 inh
CCC(C(=O)N1CCc2ccccc2C1)n1nc(C)n2c(cc3occc32)c1=O (configuration not stated)	0.1
Cc1ccc(C(=O)O/N=C2\CCSc3ccc(C)cc32)cc1	1.7
COc1cc(C2NC(=O)NC(c3ccccc3)=C2C(C)=O)ccc1OCC(=O)O (configuration not stated)	-5.3
CC(=O)c1cc(F)c(N2CCN(C(=O)COc3ccc(F)cc3)CC2)cc1C	-1.1
Cc1ccc(N(CC(=O)Nc2ccccc2C(=O)NCc2ccco2)S(=O)(=O)c2ccccc2)cc1C	-1.7

Next records:
SMILES	miR122 inh
COc1ccc(CCN2C(=O)CC(N3CCN(S(=O)(=O)c4ccccc4)CC3)C2=O)cc1 (configuration not stated)	6.6
N#C/C(=C\c1cccs1)C(=O)NCC1CCCO1 (configuration not stated)	-3.5
CC(=O)Nc1ccc(N=Cc2ccc[nH]2)cc1	-10.4
COCCCNC(=O)CCC(=O)Nc1ccc2nc(N3CCOCC3)cc(C)c2c1	-2.6
O=C(CN1CCOCC1)Nc1nc2ccc(F)cc2s1	-2.0
O=C(Nc1ccccn1)C(NS(=O)(=O)c1cccc2nsnc12)c1ccccc1 (configuration not stated)	10.9
CCOC(=O)C1C(=O)NC(c2ccccc2)=NC1c1ccc(C(C)C)cc1 (configuration not stated)	-2.3
Cc1occc1C(=O)OCC(=O)Nc1ccc(F)cc1	-2.3
CCOC(=O)c1nnc(-c2cccs2)nc1NC(C)C	21.9
Fc1ccc(C(c2nnnn2Cc2cccs2)N2CCN(C3CCCCC3)CC2)cc1 (configuration not stated)	10.5
Cc1c(C(N)=O)sc2nc(-c3ccccc3)cn12	-8.5
Cc1ccc2nc(SCC(=O)NC(=O)NCc3ccco3)[nH]c2c1	15.2
O=C(Nc1cc(Sc2ccccn2)cc([N+](=O)[O-])c1)c1ccc(Cl)cc1	-3.0
O=C(O)C1CC=CCC1C(=O)NCc1ccc2c(c1)OCO2 (configuration not stated)	-0.2
COc1ccc(-c2nnc3ccc(SCC(=O)Nc4nc5ccccc5s4)nn23)cc1OC	-4.7
COc1ccc(CCn2c(=N)c(C(=O)NCc3ccco3)cc3c(=O)n4ccccc4nc32)cc1	2.8
Cc1cc(C)c[n+](CC(=O)c2cc3ccccc3oc2=O)c1	23.5
Cc1cc(NCCCn2ccnc2)n2c(nc3ccccc32)c1C#N	-1.2
O=C(NNC(=S)NC(=O)c1ccccc1[N+](=O)[O-])c1ccccc1	-1.8
CCCCn1c(SCC(=O)c2cc(OC)ccc2OC)nc2cc(S(N)(=O)=O)ccc21	0.5
O=C(c1cccc(Br)c1)c1cn(-c2ccccc2)nc1C(=O)c1ccccc1	14.5
Cc1ncc(CO)c(/C=N/NC(=S)Nc2ccc(F)cc2)c1O	8.6
O=C(CSCc1c(F)cccc1Cl)NCC1CCCO1 (configuration not stated)	24.0
C=CCn1c(C)cc(C(=O)CSc2nnc3c(Cl)cc(Cl)cn23)c1C	0.1
Cc1cc(N2CCC(C(=O)NC3CC3)CC2)nc(-c2ccccc2)n1	0.0
Cc1ccc(C(=O)c2c(NC(=O)c3cccnc3)sc3c2CCCC3)cc1	72.8
O=C(c1ccco1)N1CCN(S(=O)(=O)c2ccc(Br)s2)CC1	-2.1
O=C(O)C1CC=CCC1C(=O)Nc1ccccc1Cl (configuration not stated)	2.4
COC(=O)c1c(NC(=O)C(C)(C)C)sc2c1C(C(=O)OC)CC2 (configuration not stated)	1.8
CN(C)c1ccc(C=Nc2ccc(N(C)C)cc2)cc1	1.4
Cc1cc(C)c(C#N)c(SC(F)F)n1	-2.1
O=C(Cn1cnc2c(cnn2-c2ccc(F)cc2)c1=O)NCC1CCCO1 (configuration not stated)	-4.7
Cc1cc(C)n(C(=O)C(C)N2C(=O)c3ccccc3C2=O)n1 (configuration not stated)	4.2
Cc1ccc(S(=O)(=O)c2ccc(Cl)cc2)cc1S(=O)(=O)N1CCOCC1	7.0
c1ccc(CNc2ncnc3c2cnn3-c2ccccc2)cc1	-3.5
CNC(=O)Cn1nc(-c2ccc(Cl)cc2)c2ccccc2c1=O	-3.2
Cc1cc(=O)n2nc(N3CCCC(C(=O)NCCC4=CCCCC4)C3)sc2n1 (configuration not stated)	11.9

Screening data from PubChem BioAssay.
